Screening results from PubChem BioAssay.
PI4K2A block – qHTS for small molecular inhibitors of PI4K2A; Phosphatidylinositol 4-kinase type 2-alpha (Homo sapiens), Q9BTU6; purified PI4K2A, ADP-Glo luminescence, 1 h; active compounds read low; activity change, negative = inhibition, % at 76.9 µM; 0.13% of 420,000 active; in the data active means activity change below about -50%; inconclusive means mostly about -30% to -49%;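 further: -100% = wells without enzyme as full effect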
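PI4K2A activity was measured by ADP-Glo luminescence: enzyme (4 ug/mL stock) and phosphatidylinositol (1.2 mM stock) in Tris pH 7.5/MgCl2/EGTA/Triton X-100 buffer were reacted with ATP (300 microM stock) for one hour at ambient temperature.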
mIDH1 inhibitor – qHTS for Inhibitors of mutant isocitrate dehydrogenase 1 (IDH1): qHTS | AID 602179, 2012 | IDH1-R132H enzyme, NADPH consumption, diaphorase/resazurin fluorescence | Potency, µM (series often up to 76.6 µM), inactives show at the top dose activity change, negative = inhibition, most hits filed as inhibitors | Isocitrate dehydrogenase [NADP] cytoplasmic (Homo sapiens), O75874 | 0.093% of 390,000 active; further: potency means the concentration at half of the fitted maximal effect; on the % scale 0 is the no-effect control and ±100 the full control effect; nearly all actives have a fitted effect of over 65% in size
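IDH1-R132H (0.5 ug/mL dispensed) in pH 7.5 Tris buffer was preincubated 30 min with compound, then given a substrate mix of 0.016 mM NADPH and 2 mM alpha-KG for 80 min at room temperature; remaining NADPH was read by diaphorase/resazurin fluorescence.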
TrxR1 substrate – qHTS Assay for Substrates of Mammalian Selenoprotein Thioredoxin Reductase 1 (TrxR1): qHTS | Thioredoxin reductase 1, cytoplasmic (Rattus norvegicus), O89049 | purified TrxR1 substrate turnover, NADPH consumption readout | Potency, µM (top dose mostly 114 µM), for inactives: top-dose activity change, negative = substrate turnover | AID 588456, 2011 | 0.01% of 390,000 active; further: potency means the concentration at half of the fitted maximal effect; on the % scale 0 is the no-effect control and ±100 the full control effect; nearly all actives have a fitted effect of over 50% in size
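Rat TrxR1, dispensed at 90 nM, was prereduced with 400 uM NADPH (final) for 5 min at ~22 deg C, then incubated with compound 15 min before 400 uM selenite. A first-read NADPH fluorescence drop versus no-compound background flagged substrates.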
D2 agonist – HTS Assay for Allosteric Agonists of the Human D2 Dopamine Receptor: Primary Screen for Agonists | HEK293 T-REx D2 cells, calcium flux agonist mode | activation, % at 2 µM | 0.53% of 340,000 active;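 active means activation over 3 SD above normal in the single-dose calcium agonist read, cut at about 30% in these data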; further: 0% is about no effect
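Calcium-flux readout, 1 cycle/sec over 180 s following compound pin transfer, in inducible HEK293 Trex D2 cells (force-coupled); dopamine controls included. Positive calcium responses during this window marked compounds as potential agonists.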
D2 antagonist – HTS Assay for Allosteric Antagonists of the Human D2 Dopamine Receptor: Primary Screen for Antagonists; 2% of 340,000 active; inhibition, % at 10 µM; HEK293 TREx D2 cells, calcium flux, dopamine EC80; in the data active means inhibition above about 30%; further: 0% is about no effect
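Cells plated overnight at 30 C with tetracycline; no-wash calcium dye, 30–90 min RT; 10 s baseline; compound pinned; 180 s read; EC80 dopamine added; another 180 s read.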
TRHR agonist – qHTS for Small Molecule Agonists and Allosteric Enhancers of Human TRH Receptor: Primary Screen for Agonists; Thyrotropin-releasing hormone receptor (Homo sapiens), P34981; TRHR cells, calcium flux fluo-8, FDSS agonist mode; activation, % at 2 µM; 0.18% of 360,000 active; in the data active means activation above about 30%; further: 0% is about no effect
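TRHR-expressing cells loaded with fluo-8 calcium dye; 23 nL library compound pin-transferred, kinetic FDSS fluorescence (Ex 480/Em 530) recorded about 180 s for agonist-induced calcium release, before a 10 nM TRH EC20 addition for potentiator mode.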
rTrxR1 inhibitor – qHTS Assay for Inhibitors of Mammalian Selenoprotein Thioredoxin Reductase 1 (TrxR1): qHTS; Thioredoxin reductase 1, cytoplasmic (Rattus norvegicus), O89049; recombinant rTrxR1, NADPH fluorescence consumption, selenite substrate; Potency, µM (top dose mostly 114 µM), for inactives: at the top dose activity change, negative = inhibition, hits mostly inhibitors; 1% of 390,000 active; AID 588453, 2011; further: potency means the concentration at half of the fitted maximal effect; on the % scale 0 is the no-effect control and ±100 the full control effect; nearly all actives have a fitted effect of over 65% in size
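Rat TrxR1 (90 nM in the dispensed reagent) was pre-reduced with 400 uM NADPH for 5 min at room temperature, then incubated with compound for 15 min. After 400 uM selenite was added, NADPH fluorescence (Ex 340/Em 450 nm) was followed for 8 min.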
TRHR PAM – qHTS for Small Molecule Agonists and Allosteric Enhancers of Human TRH Receptor: Primary Screen for Enhancers. enhancement, % at 2 µM. TRHR cells, fluo-8 calcium fluorescence, EC20 TRH enhancement. 0.66% of 360,000 active. AID 493056, 2011. Thyrotropin-releasing hormone receptor (Homo sapiens), P34981; in the data active means enhancement above about 30%; further: 0% is about no effect
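TRHR-expressing cells loaded with fluo-8 calcium dye were read kinetically (ex 480/em 530) during compound addition, then stimulated with an EC20 of TRH (10 nM final). Enhancement of the Gq-mediated intracellular calcium response was scored.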
USP1 inh – Inhibitors of USP1/UAF1: Primary Screen; Ubiquitin carboxyl-terminal hydrolase 1 (Homo sapiens), O94782; recombinant USP1/UAF1, Ub-Rhodamine cleavage fluorescence; Potency, µM (doses to about 57.1 µM), without a hit: at the top dose activity change, negative = inhibition, most hits filed as inhibitors; 0.23% of 390,000 active; AID 743255, 2014; further: potency means the concentration at half of the fitted maximal effect; on the % scale 0 is the no-effect control and ±100 the full control effect; nearly all actives have a fitted effect of over 60% in size; inactives centre near -12
Target sequence (O94782 whole entry, looked up): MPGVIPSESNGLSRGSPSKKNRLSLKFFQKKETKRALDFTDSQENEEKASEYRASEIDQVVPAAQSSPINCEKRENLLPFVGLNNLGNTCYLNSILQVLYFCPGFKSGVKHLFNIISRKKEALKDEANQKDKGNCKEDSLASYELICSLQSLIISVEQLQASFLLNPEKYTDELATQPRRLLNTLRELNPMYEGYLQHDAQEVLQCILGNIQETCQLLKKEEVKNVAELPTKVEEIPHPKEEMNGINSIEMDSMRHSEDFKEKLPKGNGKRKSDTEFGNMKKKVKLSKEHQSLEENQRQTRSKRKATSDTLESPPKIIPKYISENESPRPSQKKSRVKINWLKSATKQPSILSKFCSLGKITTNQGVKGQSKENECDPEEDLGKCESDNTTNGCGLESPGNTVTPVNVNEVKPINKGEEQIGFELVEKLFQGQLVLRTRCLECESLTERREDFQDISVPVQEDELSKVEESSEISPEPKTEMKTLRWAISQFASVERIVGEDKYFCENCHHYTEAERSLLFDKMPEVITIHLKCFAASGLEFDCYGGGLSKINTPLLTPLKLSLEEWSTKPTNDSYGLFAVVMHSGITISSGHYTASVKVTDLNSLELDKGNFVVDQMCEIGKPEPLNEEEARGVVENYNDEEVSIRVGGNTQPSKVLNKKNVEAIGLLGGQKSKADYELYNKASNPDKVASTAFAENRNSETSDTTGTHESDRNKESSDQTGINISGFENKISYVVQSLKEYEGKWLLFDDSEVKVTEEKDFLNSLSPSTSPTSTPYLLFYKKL
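USP1/UAF1 complex at 1 nM was preincubated with compound for 15 min at room temperature, then Ub-Rho substrate (150nM final) was added. Fluorescence (480/540 nm) was read kinetically, 6 reads every 60 seconds.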
* hit, by the source's call; ? = inconclusive; nt = no result given; [ ] = another dose, or the depositor's remark. Unless noted, the call rests on the fitted dose curve; in most records, active means well fitted inhibition curve with a large enough effect; inconclusive means small, poorly fitted or top-dose-only effect; inactive means no such curve, though single readings can be large or run the other way.

Results follow in this order: PI4K2A block	mIDH1 inhibitor	TrxR1 substrate	D2 agonist	D2 antagonist	TRHR agonist	rTrxR1 inhibitor	TRHR PAM	USP1 inh
O=C1c2ccccc2C(=O)N1CCCCSc1nnc2c(Cl)cc(Cl)cn12
    5	-7%	7%[57.1 µM]	-0.1	28	-0.5	17%[57.1 µM]	5	-15%
COc1ccc(-n2cc(-c3ccccc3)nc2SCC(=O)Nc2ccccc2C)cc1
    -2	-4%	-2%[57.1 µM]	nt	nt	0.0	9%[57.1 µM]	1	-15%
O=C(NCc1ccco1)c1cccn2c(=O)c3c4c(sc3nc12)CCCC4
    -20	-3%	4%	0.3	6	3.2	?	-4	-11%
Cc1cccc(/C=N/NC(=O)NC23CC4CC(CC(C4)C2)C3)n1
    -3	-6%	-7%	-0.7	1	0.7	3%	4	-14%
CC12CN3CC(C)(CN(C1)C3c1ccc([N+](=O)[O-])o1)C2 (stereo unspecified)
    -4	2%	15%[57.1 µM]	-0.4	32*	-0.7	0%[57.1 µM]	0	-1%
Cc1c(NC(=O)c2nc3ccccc3n(C)c2=O)cccc1[N+](=O)[O-]
    0	9%	-1%	nt	nt	0.1	4%	2	-15%
COc1ccc(NS(=O)(=O)c2cc(NC(=O)[C@H](C)NC(N)=O)ccc2N2CCCC2)cc1
    0	5%	-7%	nt	nt	nt	-13%	nt	-19%
CCOC(=O)/C=C/C(=O)OCC(=O)Nc1ccc(Cl)cc1Cl
    15	-2%	9%[57.1 µM]	-5.8	5	0.2	?	1	-13%
Cc1ccc(CCNc2ccccc2)c[n+]1[O-]
    -4	3%	-5%	0.4	-8	-0.4	-6%	6	-13%
CC(=O)c1ccc(N2CCN(C(=S)Nc3cccc(F)c3)CC2)cc1
    10	2%	-14%	1.1	-13	0.4	-3%	0	6%
Cc1cc(/C=C2/NC(=O)NC2=O)c(C)n1C
    -2	-2%	3%[57.1 µM]	0.8	4	0.7	-55%	-5	?
CCOC(=O)c1ccc(NC=C2C(=O)OC3(CCCCC3)OC2=O)cc1
    -5	2%	-2%	-0.2	7	0.3	2%	5	-6%
CCn1c(CNC(=O)c2ccco2)nnc1SCC(=O)Nc1ccc(Br)cc1F
    2	10%	2%	-1.1	10	-0.4	2%	0	-17%
Cc1ccc(/C=N/N2CCN(Cc3ccc(C)cc3)CC2)cc1
    -1	0%	5%	-0.3	55*	0.3	16%	0	-24%
COc1ccc(NC(=O)Cc2c(Cl)cccc2Cl)cn1
    -3	6%	-3%[57.1 µM]	0.6	-17	-0.7	-2%[57.1 µM]	-1	-15%
COC(=O)C(C)(C)NC(=O)c1cccs1
    0	3%	5%	0.8	-2	0.1	8%	-7	-13%
CCOC(=O)C(=CNc1ccc2c(c1)c1ccccc1n2CC)C(=O)OCC
    5	-17%	3%	-1.3	19	-0.3	27%	-4	-22%
O=C(CSC1=Nc2ccccc2C2=NC(Cc3ccccc3)C(=O)N12)Nc1ccccc1C(F)(F)F (stereo unspecified)
    5	6%	7%[57.1 µM]	-4.8	nt	-1.0	11%[57.1 µM]	-2	-12%
CCCCC1(C)OC(=O)C(=Cc2ccc(-c3ccc(Cl)c(C(=O)O)c3)o2)C(=O)O1 (stereo unspecified)
    ?	-2%	-6%	-1.9	42*	2.0	?	-13	-3%
Nc1nnnn1/N=C/c1cc([N+](=O)[O-])ccc1O
    0	0%	-8%	-0.1	3	0.0	-4%	0	-19%
C[n+]1cccc(C(=O)N/N=C/c2ccc3c(c2)OCO3)c1
    -7	10%	-17%	1.3	3	0.5	-6%	13	?
CCOC(=O)C1CCCN(c2oc(-c3ccc(F)cc3)nc2C#N)C1 (stereo unspecified)
    8	4%	41%[activator]	0.8	35*	-0.6	13%	-2	-11%
CCOc1ccc(N(CC(=O)NC(C)(C)C)C(=O)c2ccco2)cc1
    1	-1%	2%	0.0	21	-0.4	13%	-3	-17%
CN(C)C(CNC(=O)CNC(=O)c1ccc2ccccc2c1)c1ccccc1 (stereo unspecified)
    1	-10%	2%	0.6	10	0.6	12%	17	-24%
N#Cc1c(N(CCO)CCO)nc(N)c2c(N)nc3c(c12)CC(=O)N3CC1CCCO1 (stereo unspecified)
    0	-6%	65%[activator]	1.0	-3	1.1	23%	1	-26%
O=C(CSCC(=O)c1ccccc1)Nc1ccccc1Cl
    -3	2%	4%	-0.9	1	-0.7	10%	4	-17%
S=c1nc2ccccc2c2nc(-c3ccccc3)[nH]n12
    6	16%	-3%	nt	nt	0.2	-12%	23	-3%
O=C(O)CSc1c2c(nc3cc(C(=O)N4CCOCC4)ccc13)CCCC2
    2	-2%	8%	0.1	3	0.5	5%	-1	-7%
Cn1ncc2c(Nc3cccc(Cl)c3)nc(Nc3cccc(Cl)c3)nc21
    5	?	11%[57.1 µM]	0.9	-12	0.5	4%[57.1 µM]	4	-18%
O=C(Nc1ccc2c(c1)C(=O)OC2)Nc1cccc2ccccc12
    -2	0%	9%	0.3	-8	0.9	27%[57.1 µM]	-3	-4%

Sorted by value in mIDH1 inhibitor (lowest first): three of the compounds above
compound,PI4K2A block,mIDH1 inhibitor,TrxR1 substrate,D2 antagonist,TRHR agonist,rTrxR1 inhibitor,TRHR PAM,USP1 inh
O=C(O)CSc1c2c(nc3cc(C(=O)N4CCOCC4)ccc13)CCCC2,2,-2%,8%,3,0.5,5%,-1,-7%
CC(=O)c1ccc(N2CCN(C(=S)Nc3cccc(F)c3)CC2)cc1,10,2%,-14%,-13,0.4,-3%,0,6%
COc1ccc(NC(=O)Cc2c(Cl)cccc2Cl)cn1,-3,6%,-3%[57.1 µM],-17,-0.7,-2%[57.1 µM],-1,-15%

Following part
Results follow in this order: PI4K2A block	mIDH1 inhibitor	TrxR1 substrate	D2 agonist	D2 antagonist	TRHR agonist	rTrxR1 inhibitor	TRHR PAM	USP1 inh
COc1ccc(/C=C(/C(=O)N2CCCCC2C(=O)O)c2ccc(OC)c(OC)c2)cc1 (stereo unspecified)
    -4	15%	0%	nt	nt	nt	9%	nt	-17%
O=C(CONS(=O)(=O)c1ccc(Cl)cc1)NCCNc1ncc(C(F)(F)F)cc1Cl
    4	0%	-9%	0.5	8	0.7	6%	3	-19%
O=C(NN=C1CCCCCC1)c1ccc(Cl)s1
    -4	-10%	0%	0.9	6	1.6	17%	9	-13%
O=C(c1cnn2c1NC(c1ccc(Br)cc1)CC2C(F)(F)F)N1CCN2CCCC2C1 (stereo unspecified)
    -5	9%	14%[57.1 µM]	-0.2	-4	-0.5	17%[57.1 µM]	-6	-17%
NC(=O)c1ccsc1NC(=O)COC(=O)c1c(F)cccc1Cl
    -1	2%	2%	-1.4	-1	-0.5	27%	-7	-6%
O=C(Nc1cccnc1)C1OCCc2ccccc21 (stereo unspecified)
    0	-2%	-2%	-0.7	-3	0.2	18%[57.1 µM]	-5	-11%
CCOc1cccc(-c2nnc3n2N=C(c2cc(OC)ccc2OC)CS3)c1
    5	-3%	13%[57.1 µM]	0.1	15	0.3	63%[activator][57.1 µM]	-5	-9%
Cc1nnc(N(Cc2ccco2)C(=O)c2ccc(C#N)cc2)s1
    1	7%	-6%[57.1 µM]	-0.6	-26	-1.0	4%[57.1 µM]	6	-9%
COC(=O)c1c(NC(=O)Cc2ccccc2)sc2c1C(C(=O)OC)CC2 (stereo unspecified)
    15	-14%	-6%	-0.2	4	-1.4	10%	10	-1%
COc1cc(NC(=O)c2ccc(F)cc2)c(OC)cc1NC(=O)CN1CCOCC1
    -4	7%	4%	-0.3	-15	-0.5	18%	2	?
CC1CCCCN1CC(O)COCc1ccc(Cl)cc1 (stereo unspecified)
    -19	9%	30%[activator]	-0.7	0	1.1	17%	1	?
COc1ccc(Br)cc1S(=O)(=O)NCc1ccccn1
    -2	-1%	1%	0.5	2	-0.3	9%	1	-6%
COc1ccc(-c2csc(NC(C)c3nc4cc(C(F)(F)F)ccc4n3CCOCCO)n2)cc1 (stereo unspecified)
    0	0%	-3%	nt	nt	nt	-3%	nt	-21%
N#Cc1ccc(-c2nc3cc(C#N)c(C#N)cc3nc2-c2ccccc2)cc1C#N
    nt	nt	nt	-0.3	6	-0.3	nt	-1	nt
COc1ccc(-c2[nH]ncc2CN(C)Cc2cc(C)[nH]n2)c(F)c1
    0	6%	2%[57.1 µM]	-0.3	-1	0.6	6%[57.1 µM]	-4	-14%
COc1ccc2c(c1)OC13CCN(C)CC1C2C(C(=O)c1ccc(F)cc1)C(=O)N3 (stereo unspecified)
    -7	0%	1%	0.7	13	0.9	13%	-3	-15%
CN1CCN(C(=O)Cn2ncc3c4ccccc4n(Cc4ccc(F)cc4)c3c2=O)CC1
    -2	-6%	12%	-0.5	nt	1.2	9%	4	-4%
Cc1ccsc1C(=O)Nc1cc(C(C)(C)C)nn1-c1ccccc1
    -4	2%	-6%	-1.2	0	-0.4	6%	-8	4%
CC1CCN(C(=O)c2cccc(S(=O)(=O)N3CCN(c4ccccc4)CC3)c2)CC1
    1	2%	-2%[57.1 µM]	-0.9	12	-0.4	-3%	3	-7%
CCOc1ccc(C(=O)NCC(=O)N2CCCCCCC2)cc1OCC
    6	-1%	-4%	0.6	-4	-0.2	5%	4	-15%
